# NTR1 agonist: NTR1-driven beta-arrestin-GFP spot formation – imaging, U2OS cells, high content, primary screen (AID 493036). P30989. agonist mode. activation, % at 20 µM. 330,000 tested, 0.17% active;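 active = activation at or above 40% of the spot to cytoplasm intensity ratio, with at least 20 cells analyzed; inconclusive = wells under 20 cells, flagged as cytotoxic or low count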;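 also: 0% = DMSO without peptide and 100% = 100 nM NTR1 peptide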
# Target sequence (P30989 whole entry, looked up): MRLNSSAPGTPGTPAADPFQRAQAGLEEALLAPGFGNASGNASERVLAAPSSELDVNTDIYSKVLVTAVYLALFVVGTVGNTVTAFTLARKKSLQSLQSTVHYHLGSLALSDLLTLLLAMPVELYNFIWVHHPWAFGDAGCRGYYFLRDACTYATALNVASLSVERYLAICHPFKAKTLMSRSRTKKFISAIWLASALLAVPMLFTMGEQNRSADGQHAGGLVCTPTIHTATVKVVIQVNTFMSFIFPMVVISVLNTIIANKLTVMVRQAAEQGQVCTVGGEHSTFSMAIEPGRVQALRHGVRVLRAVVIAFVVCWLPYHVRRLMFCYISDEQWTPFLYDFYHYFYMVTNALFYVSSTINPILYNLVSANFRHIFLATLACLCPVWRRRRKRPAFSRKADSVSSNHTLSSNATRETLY
# GPR35 antagonists: GPR35 antagonists blocking zaprinast-driven arrestin recruitment, primary screen, imaging, U2OS, beta-arrestin-GFP, zaprinast agonist (AID 2058). U2OS GPR35 beta-arrestin-GFP translocation imaging, zaprinast antagonism; higher % means a stronger effect. one-dose inhibition, % at 10 µM; IC50 in µM for titrated hits. 290,000 tested, 0.052% active;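 active = inhibition of at least 50% with at least 30 cells and total cytoplasm GFP at most 10,000,000; inconclusive = under 30 cells or total GFP of 10,000,000 plus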
# Rac1 GTP hydrolysis: MgcRacGAP GTPase-activating activity inhibitors, confirmation, biochemical, ADP Hunter fluorescence | inhibition, % at 30 µM, or IC50 in µM where a hit was titrated | AID 624330 | 340,000 tested, 0.6% active | MgcRacGAP-stimulated Rac1 GTP hydrolysis, ADP Hunter fluorescence; higher % means a stronger effect; GST-tagged Rac1 F28L mutant substrate;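 active = first-screen hits whose inhibition reached a set limit at any dose in the follow-up dose series; inconclusive = inhibition above the set first-screen limit but never retested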;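 also: fluorescence reports GDP produced by GAP-driven GTP hydrolysis; strong numbers were not always called active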
# T cell HTS: T cell immune modulation candidate. 2C CD8+ T cell-vesicle binding, flow cytometry; hits give low values. calls only at 7 µM. 330,000 tested, 0.068% active. AID 2052;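 active = response, share of CD8 T cells binding vesicles, and their 90th percentile fluorescence all below set limits, cut at about 80% in these data, passing the limit was not always enough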
#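 Test system: purified 2C TCR transgenic mouse naive CD8+ T cells. Probe or stimulus: QL9-peptide-loaded Drosophila micro-vesicles bearing Ld, ICAM-1 and B7-1. Incubation: binding step 1.5 h, 37 °C, antibody labelling 20 min, ice. Measured by: flow cytometry of vesicle-bound cells.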
# LYP phosphatase: inhibitors of LYP phosphatase, biochemical, fluorescence intensity, uHTS (AID 1779); recombinant LYP phosphatase, fluorescence intensity; higher % means a stronger effect; inhibition, % at 11.5 µM; hits with a dose series show IC50 in µM; 290,000 tested, 0.054% active; in the data active = inhibition above about 50%;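 also: plate controls were vehicle with enzyme for no effect and no enzyme for full effect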
# Lipid droplet: hepatic lipid droplet formation modulation. AML12 mouse hepatocytes, oleate lipid droplets, BODIPY imaging. inhibition, % at 6.5 µM. 240,000 tested, 0.4% active. AID 1656;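 active = lipid droplet intensity inhibited by at least 50%, with more than 500 cells counted; inconclusive = wells with under 300 cells, treated as cytotoxic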
#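 Material – mouse AML12 hepatocyte cell line, fixed after treatment · Compound dosing – one dose, 6.5 µM compound · Times – compound with oleate, overnight · Measured by – Image-based BODIPY and DAPI two-channel analysis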
# Large T inhibition: SV40 large T antigen inhibitors, biochemical (AID 1903) | SV40 large T antigen ATPase/helicase inhibition assay; higher % means a stronger effect | inhibition, % at 20 µM; hits with a dose series show IC50 in µM | 310,000 tested, 0.39% active; in the data active = a potency from the dose series; inconclusive = inhibition mostly from about 32% at the one dose, without a potency; inactive = the rest, 99 in 100 with inhibition below about 32%; also: strong numbers were not always called active
# GPR55 beta-arrestin: GPR55 agonists via beta-arrestin recruitment, primary screen, imaging, U2OS cells, beta-arrestin-GFP redistribution (AID 1961) | U2OS GPR55 beta-arrestin-GFP redistribution imaging; higher % means a stronger effect | activation, % at 10 µM, or EC50 in µM where a hit was titrated | 290,000 tested, 0.048% active;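 active = activation above 40% with more than 50 cells counted in the well; inconclusive = wells holding fewer than 50 cells, flagged as toxic or sparse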;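 also: U2OS osteosarcoma cells stably expressing GPR55 and beta-arrestin-GFP; plate controls were DMSO negative control for no effect and LPI positive control for full effect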
# GPR55 LPI antagonism: GPR55 antagonists blocking LPI-driven arrestin recruitment, primary screen, imaging, U2OS, beta-arrestin-GFP, LPI agonist (AID 2013). U2OS GPR55 beta-arrestin-GFP translocation imaging, LPI antagonism; higher % means a stronger effect. inhibition, % at 10 µM, or IC50 in µM where a hit was titrated. 290,000 tested, 0.13% active;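 active = spots per cell inhibited over 60%, with over 100 cells counted and total cytoplasm intensity under 500,000; inconclusive = wells with under 100 cells, flagged as likely toxic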;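 also: U2OS cells stably carrying GPR55 and arrestin-GFP stimulated by 5 µM LPI near EC80; imaged beta-arrestin-GFP aggregate spots per cell after agonist stimulation; plate controls were LPI-stimulated DMSO wells for no effect and DMSO wells without LPI for full effect; some results filed as inactive read as strong as hits; confirmed hits need IC50 under 10 µM and bright autofluorescent wells are also inconclusive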
# Lipid droplet cells 6.5 µM: also measured in Lipid droplet; calls as there; cell count; measured here: cell count, cytotoxicity flag;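 cells counted across two imaged fields per well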
# T cell HTS vesicle-bound %: second read-out of T cell HTS, no call of its own (marks repeat the call); double positive events, %; measured here: CD8+ vesicle-bound cell fraction;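 binding gate set so that unloaded-vesicle control wells show 10% double positive cells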
# NTR1 agonist cell count 20 µM: second read-out of NTR1 agonist, no call of its own (marks repeat the call); cell count; measured here: cell count, cytotoxicity flag
# * marks the source's active call; other numbers are inactive results; i = inactive; ? = inconclusive; . = not tested or not shown.
1	COc1cc(NC(=O)C2CCCN2C(=O)OCc2ccccc2)cc(OC)c1 (stereo not given)
2	CC(=O)Nc1ccc(-c2csc(NC(=O)CN3C(=O)NC4(CCCC4)C3=O)n2)cc1
3	COc1ccc(OC)c(NC(=O)CSc2ccc3nnc(-c4cccnc4)n3n2)c1
4	COC(=O)c1ccc(/C=N/NC(=O)CCSc2nc3ccccc3s2)cc1
5	COc1ccc(CSCCc2n[nH]c(=S)n2-c2ccccc2)cc1
6	Oc1ccc(/C=N/n2c(-c3ccco3)csc2=Nc2cccnc2)c(O)c1
7	CCOCCCNS(=O)(=O)c1ccc(NC(=O)c2ccccc2)cc1
8	O=C(CSc1ncnc2c1oc1ccccc12)NC1CCCC1

entry no.,1,2,3,4,5,6,7,8
NTR1 agonist,0.2,2.4,-1.7,4.6,1.8,3.9,0.6,0.5
NTR1 agonist cell count 20 µM,44,58,55,82,56,58,58,48
GPR35 antagonists,3.4%,.,7.2%,5.8%,3.7%,18.0%,-7.2%,1.8%
Rac1 GTP hydrolysis,6.2%,8.3%,6.2%,.,1.7%,43.3µM*,1.6%,7.2%
T cell HTS,i,i,i,i,i,i,i,i
T cell HTS vesicle-bound %,57.8,49.1,47.2,59.4,24.8,40.2,21.3,69.8
LYP phosphatase,-1.0%,.,-4.3%,-2.6%,-4.5%,8.7%,0.8%,-4.3%
Lipid droplet,-30.3,.,-0.5,-18.9,13.1,-0.1,0.3,14.9
Lipid droplet cells 6.5 µM,637,.,648,617,712,639,743,881
Large T inhibition,16.3%,6.5%,8.0%,-2.8%,1.1%,33.7%,4.8%,-11.7%
GPR55 beta-arrestin,-0.1%,.,-0.6%,-0.1%,0.3%,0.1%,0.2%,0.4%
GPR55 LPI antagonism,11.2%,.,8.2%,-5.5%,3.6%,-9.5%,-21.9%,-6.1%

9	O=c1[nH]c(CSc2ncnc3sc(-c4ccccc4)cc23)nc2ccccc12
10	O=C(COC(=O)c1cc(=O)[nH]c2ccccc12)NC1CCCCCCC1
11	COc1cc(/C=C2\SC(=S)N(CC(=O)NC(C)(C)C)C2=O)cc(OC)c1OC
12	Cc1cn2c(-c3cccnc3)nnc2s1
13	CCCCNS(=O)(=O)c1ccc2nc(-c3cccnc3)cc(C(=O)NCCOC)c2c1
14	CCN(CC)C(=O)C1CCN(S(=O)(=O)c2ccc(-n3cnnn3)cc2)CC1
15	O=c1c2c(-c3cccs3)csc2ncn1-n1cccc1
16	Cc1nc(-c2cccc(NC(=O)c3cccs3)c2)cs1

entry no.,9,10,11,12,13,14,15,16
NTR1 agonist,32.5,0.9,.,2.2,-1.3,3.4,-0.1,-0.3
NTR1 agonist cell count 20 µM,55,73,.,92,47,44,64,62
GPR35 antagonists,-4.5%,-9.5%,0.2%,13.7%,-7.1%,-3.4%,-8.1%,-5.1%
Rac1 GTP hydrolysis,1.8%,1.5%,6.4%,6.6%,-7.5%,5.0%,10.9%,-2.1%
T cell HTS,i,i,.,i,i,i,i,i
T cell HTS vesicle-bound %,36.3,45.3,.,34.3,42.0,21.5,60.8,29.6
LYP phosphatase,-5.0%,-0.5%,1.5%,-5.3%,3.7%,-6.9%,-4.3%,-2.1%
Lipid droplet,10.0,16.7,3.1,-19.5,0.5,10.0,.,-12.2
Lipid droplet cells 6.5 µM,714,711,698,698,727,694,.,736
Large T inhibition,1.7%,8.0%,4.9%,0.9%,.,18.5%,11.1%,5.8%
GPR55 beta-arrestin,0.2%,0.0%,-0.3%,-0.2%,-0.1%,-0.2%,-0.2%,0.0%
GPR55 LPI antagonism,3.6%,4.8%,10.4%,-0.5%,-0.2%,-0.9%,-16.2%,7.5%

# An excerpt from above in order of length of the SMILES, low to high:
16	Cc1nc(-c2cccc(NC(=O)c3cccs3)c2)cs1
9	O=c1[nH]c(CSc2ncnc3sc(-c4ccccc4)cc23)nc2ccccc12
13	CCCCNS(=O)(=O)c1ccc2nc(-c3cccnc3)cc(C(=O)NCCOC)c2c1

entry no.,16,9,13
NTR1 agonist,-0.3,32.5,-1.3
NTR1 agonist cell count 20 µM,62,55,47
GPR35 antagonists,-5.1%,-4.5%,-7.1%
Rac1 GTP hydrolysis,-2.1%,1.8%,-7.5%
T cell HTS,i,i,i
T cell HTS vesicle-bound %,29.6,36.3,42.0
LYP phosphatase,-2.1%,-5.0%,3.7%
Lipid droplet,-12.2,10.0,0.5
Lipid droplet cells 6.5 µM,736,714,727
Large T inhibition,5.8%,1.7%,.
GPR55 beta-arrestin,0.0%,0.2%,-0.1%
GPR55 LPI antagonism,7.5%,3.6%,-0.2%

# The list continues.
17	CCC1COCCS(=O)(=O)N1Cc1ccccc1F (stereo not given)
18	Cc1ccc(S(=O)(=O)NNC(=O)/C=C/c2cccc(F)c2)cc1
19	CC1CCCCN1C(=O)CSc1nnc(-c2c[nH]c3ccccc23)o1 (stereo not given)
20	COc1ccc(OC)c(NC(=O)CSc2nc(-c3ccccc3)cc(=O)[nH]2)c1
21	O=C(c1ccccc1)c1cc(-c2ccccn2)c(N2CCOCC2)s1
22	CCCNC(=S)Nc1ccccc1
23	CCNC(=O)CCSc1nnc(-c2ccncc2)o1
24	O=C(NCCN1CCOCC1)C(=O)NCC1OCCN1S(=O)(=O)c1ccccc1 (stereo not given)

entry no.,17,18,19,20,21,22,23,24
NTR1 agonist,-3.5,0.0,2.7,0.4,0.8,0.0,2.6,0.4
NTR1 agonist cell count 20 µM,85,75,39,44,81,43,49,55
GPR35 antagonists,-8.6%,-9.3%,12.4%,-4.7%,10.9%,28.8%,-2.1%,3.3%
Rac1 GTP hydrolysis,0.6%,9.9%,10.1%,5.8%,6.6%,11.2%,7.2%,2.9%
T cell HTS,i,i,i,i,i,i,i,i
T cell HTS vesicle-bound %,28.7,38.0,7.3,47.7,41.1,22.4,51.1,8.8
LYP phosphatase,-12.5%,-10.0%,-4.2%,-3.8%,-1.0%,-1.6%,-2.8%,-5.5%
Lipid droplet,-2.4,.,.,4.3,.,-0.1,1.8,-20.9
Lipid droplet cells 6.5 µM,756,.,.,839,.,832,633,695
Large T inhibition,2.0%,21.1%,5.5%,-1.8%,0.1%,7.0%,0.1%,2.9%
GPR55 beta-arrestin,-0.2%,-0.1%,-0.2%,-0.2%,-0.1%,0.0%,0.6%,0.5%
GPR55 LPI antagonism,15.6%,-8.3%,14.5%,14.4%,12.0%,5.5%,-6.1%,6.4%

25	O=C(CCNC(=O)c1ccc(Br)cc1)Nc1cccc(S(=O)(=O)N2CCCC2)c1
26	CCN(CC)CCn1c2c(c(SCC(=O)Nc3ccc4c(c3)OCO4)nc1=O)CCC2
27	CCc1nnc(NC(=O)CCNC(=O)c2ccccc2Cl)s1
28	O=C(OCCN=C1NS(=O)(=O)c2ccccc21)c1ccncc1
29	COCCCNC(=S)NNC(=O)c1cc(-c2ccncc2)nc2ccccc12
30	CC(C)(O)[C@H](O)COc1c2occc2cc2ccc(=O)oc12
31	CN1CCN(c2nc(-c3cccnc3)nc3ccccc23)CC1
32	CC(O)[C@H]1CNC(=O)C(=O)N1CC1(c2ccccc2)CC1 (stereo not given in full)

entry no.,25,26,27,28,29,30,31,32
NTR1 agonist,-1.0,-0.6,0.9,0.3,1.1,6.3,1.7,-2.0
NTR1 agonist cell count 20 µM,75,45,32,72,42,78,41,76
GPR35 antagonists,.,.,-16.5%,-9.3%,5.0%,6.1%,-6.9%,-7.6%
Rac1 GTP hydrolysis,4.5%,6.6%,3.6%,4.1%,3.7%,-8.8%,7.9%,4.1%
T cell HTS,i,i,i,i,i,i,i,i
T cell HTS vesicle-bound %,15.9,6.8,29.5,34.0,5.9,26.0,39.5,51.5
LYP phosphatase,.,.,-5.4%,-2.2%,-5.8%,-0.2%,2.5%,-11.3%
Lipid droplet,.,.,7.6,0.9,-1.2,-8.3,.,-9.3
Lipid droplet cells 6.5 µM,.,.,724,812,759,730,.,616
Large T inhibition,14.8%,8.8%,0.2%,3.8%,-0.2%,11.4%,0.5%,1.4%
GPR55 beta-arrestin,.,.,0.9%,0.3%,-0.1%,-0.1%,0.3%,-0.1%
GPR55 LPI antagonism,.,.,-7.8%,14.1%,13.9%,0.5%,1.0%,-11.0%

# Just Large T inhibition and Lipid droplet, for some of the entries so far:
No.	SMILES	Large T inhibition	Lipid droplet
30	CC(C)(O)[C@H](O)COc1c2occc2cc2ccc(=O)oc12	11.4%	-8.3
31	CN1CCN(c2nc(-c3cccnc3)nc3ccccc23)CC1	0.5%	.

# The list continues.
33	Nc1c(-c2ccccc2)c(CN2CCOCC2)nn1-c1ccccc1
34	COc1ccc(CCNC(=O)c2cc(-c3ccc(Cl)c(Cl)c3)oc2C)cc1
35	Cc1c(OC(C)C(=O)NCC2CCC(C(=O)O)CC2)ccc2c1oc(=O)c1ccccc12 (stereo not given)
36	Cc1cc(C)c2c(=O)[nH]n(C3CCCCCC3)c2n1
37	CC1Cc2ccccc2N1C(=O)CSc1nnc(Cc2ccccc2)n1CCc1ccccc1 (stereo not given)
38	COc1cccc(-n2nc(C#N)c(Cl)cc2=O)c1

entry no.,33,34,35,36,37,38
NTR1 agonist,2.3,1.4,1.7,1.5,.,-1.7
NTR1 agonist cell count 20 µM,92,63,96,39,.,72
GPR35 antagonists,-15.5%,16.0%,4.3%,10.0%,-21.3%,46.6%
Rac1 GTP hydrolysis,4.4%,-0.2%,-3.5%,11.6%,5.0%,-8.6%
T cell HTS,i,i,i,i,.,.
T cell HTS vesicle-bound %,34.3,45.5,55.9,53.6,.,.
LYP phosphatase,0.9%,3.0%,-17.6%,-6.0%,-5.7%,-7.5%
Lipid droplet,1.0,-20.3,.,28.2,-20.2,?
Lipid droplet cells 6.5 µM,599,652,.,730,881,.
Large T inhibition,9.9%,17.7%,.,0.7%,-0.8%,6.8%
GPR55 beta-arrestin,-0.1%,-0.1%,1.6%,0.2%,-0.2%,5.9%
GPR55 LPI antagonism,7.9%,-0.9%,-16.3%,-0.9%,7.7%,10.6%
